Source: PubChem
Htt clearance: clearance of mutant huntingtin inclusions, primary screen, imaging, HeLa Exon1htt(103Q)mCFP, confocal imaging; aggregate imaging; zero = plate's median compound well; inhibition, % at 1.5 µM; 47,000 compounds, 0.42% hits;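 active = inhibition of aggregate fluorescence above about 70%, also judged a hit by eye on the cell image, limit read from the data, passing the limit was not always enough; inconclusive = no rule stated for this call; inactive = not judged a hit on image review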;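 note: cells exposed to compound for three days before fixation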
Htt clearance grain fraction: second read-out of Htt clearance, no call of its own (marks repeat the call); fraction fluorescence in grains; measured here: aggregate grain fluorescence fraction; stronger effect = lower value;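 scaled fraction of total cell fluorescence in grains with unit not stated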
Numbers without * were called inactive; ? = inconclusive; . = not tested or not shown. These rows are one share of the data; rates above refer to the full screens.

Preview, 4 compounds:
SMILES	Htt clearance	Htt clearance grain fraction
O=C(c1ccc2c(=O)n(Cc3ccco3)c(=S)[nH]c2c1)N1CCN(Cc2ccccc2)CC1	19	32
COc1ccc(CNc2oc(COc3ccc(Cl)cc3)nc2C#N)cc1	-30	41
Cc1ccc(-n2c(-c3ccccc3)nnc2-c2cccs2)cc1	5	17
Cc1c(C(=O)NCc2ccccn2)sc2nc(-c3ccc(F)cc3)cn12	-41	26

The listing, from the first entry:
SMILES	Htt clearance	Htt clearance grain fraction
O=C(c1ccc2c(=O)n(Cc3ccco3)c(=S)[nH]c2c1)N1CCN(Cc2ccccc2)CC1	19	32
COc1ccc(CNc2oc(COc3ccc(Cl)cc3)nc2C#N)cc1	-30	41
Cc1ccc(-n2c(-c3ccccc3)nnc2-c2cccs2)cc1	5	17
Cc1c(C(=O)NCc2ccccn2)sc2nc(-c3ccc(F)cc3)cn12	-41	26
COc1ccc(CC(=O)Nc2c3c(nn2-c2cccc(Cl)c2)CS(=O)(=O)C3)cc1	-25	27
Cc1ccc(NC(=O)CN2CCN(CCN=CC3=C(O)CC(C)(C)CC3=O)CC2)cc1	-44	57
CCC(=O)Nc1nc(C)c(C(=O)N2CCCCC2)s1	12	38
COc1ccc(NCc2nnc(SCC(=O)N3CCCc4ccccc43)o2)cc1	-18	42
COC(=O)c1cc2c(=O)n3ccccc3nc2n(Cc2cccnc2)c1=N	29	12
Oc1ccccc1/C=N/Nc1cccc2cccnc12	-53	33
Cc1ccc(CNc2ccc(Cl)cc2[N+](=O)[O-])cc1	-62	63
CCOC(=O)c1c(C)oc2cc(Br)c(OC(=O)N3CCOCC3)cc12	10	35
COc1cc(C2/C(=C(\O)c3ccc4c(c3)CC(C)O4)C(=O)C(=O)N2CCCn2ccnc2)ccc1O (stereo not drawn)	-1	29
CC(C)(C)n1nnnc1C(c1ccncc1)N1CCN(C2CCCCC2)CC1 (stereo not drawn)	54	17
CCN1CCN(CCNC(=O)c2cn(Cc3ccccc3F)nn2)CC1	-40	26
COc1ccc(-c2cc(-c3cc(F)ccc3O)[nH]n2)cc1OC	-30	28
c1ccc(CSc2nnc(-c3ccco3)n2Cc2ccccc2)cc1	-3	21
COc1ccc(-c2nnc(SCC(=O)N3CCOCC3)n2C)cc1OC	4	17
Cc1cc(=O)[nH]c(SCC(=O)N2CCC(C(N)=O)CC2)n1	43	11
CCc1ccc2c(c1)c1nc(C)sc1n2CC	1	36
Cc1nnc(SCC(=O)Nc2ccc(Br)cn2)[nH]c1=O	-51	29
Clc1ccc(-c2nn3c(C4COc5ccccc5O4)nnc3s2)cc1 (stereo not drawn)	-30	45
Cc1ccc(C(=O)NNC(=S)Nc2cccc3ccccc23)s1	-6	32
Cc1ccc(C)c(N2CCN(S(=O)(=O)c3ccc4c(c3)oc(=O)n4C)CC2)c1	-34	47
CCc1cc(C(=O)NNC(=S)NCc2ccccc2)cs1	-70	66
c1ccc(N2CCN(Cc3nnnn3C3CCCCC3)CC2)cc1	-30	24
CC(C)NC(=O)C1(c2ccccc2)CCOCC1	-35	54
CCN1C(=O)C(C)S/C1=N\S(=O)(=O)c1ccc(Cl)s1 (stereo not drawn)	-36	42
COc1ccc(N2CCN(C(=N)/C(C(C)=O)=C(\C)O)CC2)cc1	?	.
CCOC(=O)C1=C(C)NC(=O)NC1c1ccc(OC(C)C(=O)O)c(OC)c1 (stereo not drawn)	-21	23
CCOC(=O)C1CCCN(C2CC(=O)N(c3ccc(C)c(C)c3)C2=O)C1 (stereo not drawn)	38	12
Cc1sc(NC(=O)CN2CCOCC2)c(C(=O)c2ccccc2)c1C	13	34
CCOc1cc(C2Nc3ccccc3C(=O)N2c2ccccc2OC)ccc1O (stereo not drawn)	34	25
CCCCCCCCC(=O)Nc1cc(C)ccc1OC	20	15
CCC(=O)N1c2ccccc2NC2=C(C(=O)CCC2)C1c1ccc(N(C)C)cc1 (stereo not drawn)	7	36
CC(C)C(OC(=O)c1nsc(Cl)c1Cl)C(=O)NCc1ccc2c(c1)OCO2 (stereo not drawn)	17	25
c1ccc(CN2CCN(c3nc4ccccc4c4ccccc34)CC2)cc1	13	14
O=C(Oc1ccc2c(=O)c(Oc3ccc4ccccc4c3)coc2c1)c1ccco1	-6	25
COc1ccc(NC(=O)C2CCCN2C(=O)Nc2ccccc2)cc1OC (stereo not drawn)	-32	25
CCCCn1ccc(=O)c2c(C(F)(F)F)nccc21	3	23
COc1ccc(-c2cc(=O)[nH]c(NCc3ccccc3)n2)cc1	20	17
Cc1sc2ncnc(NCc3ccco3)c2c1C	32	15
COc1ccc(CC(=O)O/N=C(\N)Cc2ccc(OC)c(OC)c2)cc1	-17	46
O=C(O)c1cc2cc(Cl)ccc2oc1=O	-12	49
CC1=C(C(N)=O)C(c2ccc(Cl)cc2)NC(=O)N1 (stereo not drawn)	-11	34
CCOC(=O)C1(Cc2ccc(O)cc2)NC(c2ccccc2F)C2C(=O)N(C)C(=O)C21 (stereo not drawn)	-35	51
CCOc1nc(NCCC2=CCCCC2)nc(N2CCOCC2)n1	40	11
COc1ccc(OC)c(C2C3=C(N=C4SCC(=O)N42)c2ccccc2CC3)c1 (stereo not drawn)	34	24
COc1ccc(-c2cc(C(=O)NCc3ccc(Cl)cc3)no2)cc1OC	14	16
COc1ccc(CC(=O)OCc2cc3ccc(C)cc3[nH]c2=O)cc1	-9	42
Cc1ccccc1NC(=O)C1(C)Cc2ccccc2C(=O)O1 (stereo not drawn)	-67	30
CC(=O)Nc1nc(C)nc(-c2ccccc2OC(C)=O)n1	-54	28
N#Cc1c(-c2ccco2)cc(-c2ccccn2)nc1N	26	25
O=S1(=O)CCN2C(Cc3ccc(SC(F)F)cc3)=CSC2=N1	-18	34
CCOC(=O)Cn1c(=O)c2c(nc3n2CCS3)n(C)c1=O	-8	22
COCCCNc1cc(C)nc2ccccc12	-18	47
CCOC(=O)c1[nH]cnc1C(=O)Nc1ccccn1	2	37
O=C1CC(c2cccc(Cl)c2)C(n2cncn2)C(=O)C1C1NCCc2ccccc21 (stereo not drawn)	12	21
O=C(NC(=S)NCc1ccccc1)c1ccccc1F	3	30
CCOC(=O)NCc1ccc(S(=O)(=O)Nc2ccc(C)cc2)cc1	-108	37
The list goes on:
SMILES	Htt clearance	Htt clearance grain fraction
CCc1nc2n[nH]c(N)c2c2c1CSC(C)(C)C2	9	17
COc1cc(NC(=O)c2ccccc2)c(OC)cc1NC(C)=O	21	17
O=C1CCCC(=NCc2ccco2)C1	20	32
CCN1C(=O)/C(=C\N2CCOCC2)SC1=S	-45	31
CC(CN1CCCCC1)OC(=O)c1ccc2c(c1)OCO2 (stereo not drawn)	-8	21
CC(c1ccccc1)n1cc(C(=O)NCc2ccccn2)nn1 (stereo not drawn)	-9	41
Cc1cccc(-c2noc(CCC(=O)NCc3ccco3)n2)c1	8	18
CC(=O)Nc1c2c3c(cccc3n(C)c1=O)C(=O)c1ccccc1-2	17	31
COCCCNc1nc2c(c(=O)n(C)c(=O)n2C)n1Cc1cccc(OC)c1	-15	20
O=C(COC(=O)c1cccnc1Cl)c1ccccc1	-5	42
CC(C)(C)c1ccc(C(=O)N2CCC(C(=O)NCc3ccncc3)CC2)cc1	-42	26
COc1ccc(C(C)N2CC34C=CC(O3)C(C(=O)OCC(C)C)C4C2=O)cc1 (stereo not drawn)	-24	41
COc1ccc(-c2noc(CCC(=O)NCCCN3CCC(Cc4ccccc4)CC3)n2)cc1	49	23
O=C(N/N=C/c1cccn1-c1ccc([N+](=O)[O-])cc1)C(O)c1ccccc1 (stereo not drawn)	0	39
COc1cccc(N(C(=O)c2cnccn2)C(C(=O)NC2CCCCC2)c2ccc(Cl)cc2)c1 (stereo not drawn)	14	34
COc1ccc(-c2nc(N)ncc2Oc2ccccc2Br)c(O)c1	4	39
O=C(COc1cc(Cl)c(Cl)cc1Cl)Nc1ccncc1	-22	20
Cc1ccc(C(=O)OCC(=O)Nc2ccc3c(c2)OCO3)o1	0	17
COc1ccccc1CCN1C(=S)NC(C)(C)CC1(C)O (stereo not drawn)	8	35
CCOC(=O)Cc1cc(=O)[nH]c(Nc2nc3ccccc3o2)n1	12	16
CCOC(=O)c1c(C)n(CC(O)c2ccccc2)c2ccc(O)cc12 (stereo not drawn)	25	27
CSc1ccc(S(=O)(=O)Nc2c(C)cccc2C)cc1	-13	23
Cc1cc(=O)[nH]c(Cc2ccc(OC(C)C)cc2)n1	15	37
Cc1cc(C)cc(Nc2cc(C)nc3nc(C)nn23)c1	-103	92
Fc1ccc(NCc2nnc(SCc3nnc(-c4ccccc4)o3)n2CC2CCCO2)cc1 (stereo not drawn)	2	19
Cc1ccc(OCC(=O)NCCN2CCCC2)cc1	8	19
CCOC(=O)C1C(=O)OC2(CCCCC2)C1C(=O)OCC (stereo not drawn)	5	18
Cc1ccc(C)n1/N=C1/NC(=O)CS1	25	14
Cc1ccc(S(=O)(=O)NC(=O)Nc2ccc(Cl)cn2)cc1	-7	33
CN(CC(=O)N1CCN(c2ccccn2)CC1)S(=O)(=O)c1ccc(Br)cc1	8	16
Cc1cc(C)c2c(n1)nn1c(NCCOCCO)cc(C)nc21	-5	34
COc1cc(N2C(=O)c3ccccc3C2=O)c(Cl)cc1C(=O)OCC(=O)NCc1ccco1	-7	41
COc1ccc(C2(C(=O)NCCN3CCOCC3)CCOCC2)cc1	-6	41
CSC1=C(C#N)C(c2ccccc2C)C(C#N)=C(N)N1 (stereo not drawn)	52	15
Nc1nc(SCC(=O)NCc2ccco2)[nH]c(=O)c1-c1ccccc1	-8	18
Cc1cccc(OCCC(=O)NCC(c2ccccc2)N(C)C)c1 (stereo not drawn)	1	34
CC1=C(C(=O)OC2CCCCC2)C(c2ccc(C)o2)C2=C(CC(C)(C)CC2=O)N1 (stereo not drawn)	-13	52
Clc1ccc(OCCn2ccnc2)c2ccccc12	-75	33
Cc1cc(NC(=O)Nc2cccc3ccccc23)no1	0	43
COc1ccc(NC(=O)CSc2nnc(-c3ccoc3C)n2CCc2ccccc2)cc1	-26	44
Cc1cccc(CSc2nnc(-c3cccs3)n2Cc2ccco2)c1	-105	73
O=C1CC2CS(=O)(=O)CC2N1c1ccc(Cl)cc1Cl (stereo not drawn)	22	13
O=C(OCC(=O)N1CCN(C(=O)c2ccco2)CC1)c1ccc(S(=O)(=O)N2CCCCC2)cc1	-7	40
CCOc1cc(C)c(Cl)cc1S(=O)(=O)NCc1ccco1	32	13
CCOC(=O)C1=C(SCC(=O)Nc2ccccc2)NC(=O)C(C#N)C12CCCCC2 (stereo not drawn)	32	14

Single records (already shown). Screens in order: Htt clearance, Htt clearance grain fraction
Entry for COc1ccc(C2(C(=O)NCCN3CCOCC3)CCOCC2)cc1 : -6, 41
Entry for Cc1cc(NC(=O)Nc2cccc3ccccc23)no1 : 0, 43

Next compounds
SMILES	Htt clearance	Htt clearance grain fraction
CCC1CCCCN1C(=O)CSc1nnc(-c2c[nH]c3ccccc23)o1 (stereo not drawn)	1	34
Cc1ccc(CSc2ncccc2C(=O)O)cc1	?	.
Cc1ccc(C2CC(C(F)(F)F)n3nc(C(=O)NCCN4CCOCC4)cc3N2)cc1 (stereo not drawn)	-9	24
CCOCCCNC(=O)CCCOc1ccccc1	5	17
COc1cccc(-n2ccnc2SCC(=O)N2CCc3ccccc32)c1	-15	22
COc1ccccc1NC(=O)CCNC(=O)Cn1ccc2ccccc2c1=O	12	30
Cc1cc(N(CN2CCCC2=O)C(=O)c2ccccc2)no1	33	25
O=C(COC(=O)c1ccc(O)cc1)Nc1ccc(N2CCCCC2)cc1	16	19
Cc1ccc(C(CC(=O)NCc2ccco2)c2ccccc2)c(O)c1 (stereo not drawn)	44	11
Cc1cccc2cc(-c3nc4c(C)cccn4c3NCc3ccco3)c(=O)[nH]c12	0	20
NC(=O)CSc1ccc(Br)cc1	22	13
O=C(NCc1cccnc1)NC1(c2ccccc2)CC1	36	30
CC(C)(C)n1nnnc1C(c1cc2cc3c(cc2[nH]c1=O)OCCO3)N1CCSCC1 (stereo not drawn)	17	30
CCC1CCc2c(sc3nc(SCC(=O)NCc4ccco4)n(-c4ccccc4)c(=O)c23)C1 (stereo not drawn)	32	12
CCCCn1c(CCC(=O)O)ccc1-c1cccs1	39	20

An excerpt of these results, in markdown.
| compound | Htt clearance | Htt clearance grain fraction |
| --- | --- | --- |
| CCC1CCc2c(sc3nc(SCC(=O)NCc4ccco4)n(-c4ccccc4)c(=O)c23)C1 (stereo not drawn) | 32 | 12 |
| CCOCCCNC(=O)CCCOc1ccccc1 | 5 | 17 |
| COc1ccccc1NC(=O)CCNC(=O)Cn1ccc2ccccc2c1=O | 12 | 30 |

Additional entries follow:
SMILES	Htt clearance	Htt clearance grain fraction
Cc1cccc(-n2ccnc2SCC(=O)Nc2nnc(C)s2)c1	-33	63
CCCCN1C(=O)C2C(C(=O)Nc3cccc(OC)c3)C3C=CC2(O3)C1C(=O)NC1CCCCC1C (stereo not drawn)	-104	39
COc1ccc(NC(=O)CCCn2c(=O)[nH]c3ccccc3c2=O)cc1	-10	34
CCN(CC)CCNC(=O)CCCCCn1c(=O)[nH]c2cc(C(=O)OC)ccc2c1=O	19	19
COc1ccccc1C1C(C(N)=O)=C(C)Nc2nc(-c3ccc(Cl)cc3)nn21 (stereo not drawn)	0	41
CCCCS(=O)(=O)Nc1ccc(C(=O)NCC2CCCO2)cc1 (stereo not drawn)	-17	25
CC(C)=CC(=O)Nc1nnc(C(C)C)s1	-9	42
Cc1cc(N(CN2CCCC2=O)C(=O)c2ccc(F)cc2)no1	23	28
CCC(=O)N1CCCc2cc(S(=O)(=O)N3CCCc4ccccc43)ccc21	-8	21

Not a retest: an excerpt of the list.
SMILES	Htt clearance	Htt clearance grain fraction
O=C(c1ccc2c(=O)n(Cc3ccco3)c(=S)[nH]c2c1)N1CCN(Cc2ccccc2)CC1	19	32
COc1ccc(CNc2oc(COc3ccc(Cl)cc3)nc2C#N)cc1	-30	41
Cc1ccc(-n2c(-c3ccccc3)nnc2-c2cccs2)cc1	5	17
Cc1c(C(=O)NCc2ccccn2)sc2nc(-c3ccc(F)cc3)cn12	-41	26
